PI4K2A inh: PI4K2A (human) kinase inhibition; Q9BTU6; purified PI4K2A, ADP-Glo luminescence, 1 h; stronger effect = lower value; activity change, negative = inhibition, % at 76.9 µM; 420,000 compounds, 0.13% hits; AID 1346378; in the data active means activity change below about -50%; inconclusive means mostly about -30% to -49%;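 further: -100% = wells without enzyme as full effect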
Target sequence (Q9BTU6 whole entry, looked up): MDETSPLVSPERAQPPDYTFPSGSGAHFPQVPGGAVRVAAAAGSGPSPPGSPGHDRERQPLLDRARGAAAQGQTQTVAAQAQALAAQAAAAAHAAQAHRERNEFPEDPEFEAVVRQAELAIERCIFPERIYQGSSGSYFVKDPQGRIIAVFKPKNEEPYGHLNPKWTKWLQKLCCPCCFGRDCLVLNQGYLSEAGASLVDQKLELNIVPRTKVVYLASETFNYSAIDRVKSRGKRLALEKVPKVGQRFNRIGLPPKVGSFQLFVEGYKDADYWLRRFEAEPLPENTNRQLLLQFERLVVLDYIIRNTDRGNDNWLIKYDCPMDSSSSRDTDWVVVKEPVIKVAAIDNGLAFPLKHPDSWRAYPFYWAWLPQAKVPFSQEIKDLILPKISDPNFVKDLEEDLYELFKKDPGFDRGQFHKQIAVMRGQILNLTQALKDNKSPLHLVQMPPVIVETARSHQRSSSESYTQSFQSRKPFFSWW
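Compounds are screened against recombinant PI4K2A using PI as substrate and ATP, the latter dispensed at 300 microM. Reactions run one hour at ambient temperature before ADP-Glo detection; full inhibition defined by wells lacking enzyme.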
The depositor's hits bear a star; i = inactive; ? = inconclusive; & = joins results of further samples. These rows are one share of the data; count on the stated rates, not on these rows.

SMILES	PI4K2A inh
COc1ccccc1-c1ncn(Cc2cccc(-c3ccccc3)c2)c1CC(C)C	-3.2
O=C1N(CCCO)CCC12CCC(c1ccccc1)CC2 (stereo unspecified)	-0.3&-3.0
COCCCNC(=O)C[C@@H]1C[C@@]2(C(=O)OC)CCCCC=C2N(Cc2ccco2)C1=O	-2.8
COCCNC(=O)C1(C)CCCN(Cc2ccc(Oc3ccccc3)cc2)C1 (stereo unspecified)	-7.8
COc1cccc(C(=O)N(CCN2CCOCC2)Cc2ccc(OC)c(OC)c2)c1	-3.0
CCOC(=O)C1=CCC(c2cccn2C(=O)OC(C)(C)C)N(S(=O)(=O)c2ccc(C)cc2)C1 (stereo unspecified)	0.2
CCOC(=O)[C@]12CCCC=C1N(Cc1ccc3c(c1)OCO3)C(=O)[C@H](CC(=O)NCc1cccc(C(F)(F)F)c1)C2	-10.7
CCc1nc2c(OCc3ccc(F)c(F)c3)cccn2c1N(C)C(=O)c1ccco1	-1.5
CCc1ccc(CCNC(=O)OC2CC3CC2[C@H]2CCCCN2[C@H]3C)cc1 (stereo partly specified)	0.6
CCCNC(=O)Nc1ccc2c(c1)C(=O)N(C)[C@H]1CC[C@H](CC(=O)NCC3CCCCC3)O[C@@H]1CO2	-2.9
FC(F)(F)c1ccc(-c2nc3ccccc3s2)cc1	-6.1
CCOC(=O)[C@]12CCCC=C1N(CCC1=CCCCC1)C(=O)[C@H](CC(=O)N1CCOCC1)C2	-2.4
CC1(C(=O)Nc2ccc3nc[nH]c3c2)CCN1C(=O)C/C=C/c1ccccc1 (stereo unspecified)	-4.7
CCc1nc2c(OCc3cc(Cl)cc(Cl)c3)cccn2c1N(C=O)Cc1ccccc1	-0.7
CC(=O)OCC(C)n1[nH]c2ccccc2c1=O (stereo unspecified)	0.7
COC(=O)CCCn1cc(CN2CC(N3CCN(CCN(C)C)CC3)CS2(=O)=O)nn1 (stereo unspecified)	-8.4
COCCNC(=O)c1cccc2c(-c3ccnn3C)coc12	8.5
CC(C)C(C(=O)NC1CCCC1)N1CCN(c2ncccc2C#N)CC1 (stereo unspecified)	0.7
COC(=O)C1=CN(c2ccc(Oc3ccccc3)cc2)C(N)=C(C#N)C1c1cccc(OC)c1OC (stereo unspecified)	-5.9
COC(=O)[C@]1(C#N)CC(=O)N(C(C)C)[C@@H]1c1ccccc1	3.8
COc1cccc(C(O)c2ncc(-c3ccccc3)[nH]2)c1 (stereo unspecified)	-3.0
Cc1ccc2nc(CN(C)C(=O)[C@H]3O[C@@H](n4ccc(N)nc4=O)[C@H](O)[C@@H]3O)[nH]c2c1	-2.9
Cc1cc(Br)cn2c(Cc3ccccc3)c(-c3ccccc3)nc12	0.8
COc1ccc(CCNC(=O)CSc2nc3c([nH]2)c(=O)n(C)c(=O)n3C)cc1	5.1
CCc1nc2ccc(C(=O)NCc3ccc(OC)cc3)cn2c1N(CC)Cc1cccc(Br)c1	-3.4
Next section.
SMILES	PI4K2A inh
CN1CCN(C(=O)c2cc3c(c(-c4cccc(-c5cc6ccccc6o5)c4)n2)[C@H](CCO)N(S(=O)C(C)(C)C)C3)CC1 (stereo partly specified)	0.3
CCCCOCCCNC(=O)C[C@H]1C[C@@]2(C(=O)OC)C(=C[C@H](C(C)C)O[C@@H]2C2CC2)N(Cc2ccc3c(c2)OCO3)C1=O	1.6
OC[C@H]1O[C@@H](c2nc(-c3ccccc3Br)no2)[C@H](O)[C@@H]1O	2.1
CC(C)Cc1ccc(-c2cc3nc(NCC4CC4)ccn3n2)cc1	0.3
Clc1ccc(Cn2ncc3c(N4CCN(c5ccccc5)CC4)ncnc32)cc1	3.9
CC(=O)NC(c1ccccc1)c1nc(/C=C/c2ccccc2)cs1 (stereo unspecified)	-1.6
COCC(O)Cn1ccnc1N=Nc1ccccc1 (stereo unspecified)	-3.7
CCCCCn1nnnc1C1c2ccccc2C(=O)N1Cc1ccco1 (stereo unspecified)	5.9
CCCCn1nnnc1C1(C)CCC(=O)N1CCCn1ccnc1 (stereo unspecified)	?
C(CCN1CCOCC1)CN1CCOCC1	-3.8
Cc1csc(NC(=O)C2(C)CCN2C(=O)C(C)C)c1C#N (stereo unspecified)	-2.3
CC1(C(=O)NCc2ccccc2Br)CCN1C(=O)Cc1ccc(-c2ccccc2)cc1 (stereo unspecified)	2.7
O=C(O)c1ccccc1-c1cccc2nncn12	-5.1
COc1cccc(-c2oc3c(c2C(=O)OCCN(C)C)C(O)CCC3)c1 (stereo unspecified)	-9.4
O=C(Cn1nnc(-c2ccccc2)c1COc1ccc2ccccc2c1)NCC1CC1	0.6
Cc1ccccc1S(=O)(=O)N1CCC(c2nc3ccccc3o2)CC1	-0.3
CCCCn1nnnc1C(c1cccc2ccccc12)N1CCN(C/C=C/c2ccccc2)CC1 (stereo unspecified)	2.8
CC(C)NC(=O)C1(C)CCN1C(=O)C(c1ccccc1)c1ccccc1 (stereo unspecified)	4.3
O=C(CCCCCN1C(=O)C2C3C=CC(C3)C2C1=O)Nc1ccccn1 (stereo unspecified)	3.8
CN(C)CCNC(=O)c1cccc(-c2cc(NC=O)c3ncc(-c4cccc(C(F)(F)F)c4)n3c2)c1	-2.3
O=C(NCc1ccc2c(c1)OCO2)OCc1ccccc1	-0.4
Cc1cc(NC(=O)CS(=O)(=O)c2cn(Cc3cccc(Br)c3)c3ccccc23)no1	3.2
O=S1(=O)c2c(cccc2N2CC[C@@H](O)C2)OCCCN1C1CC1	6.3
CC(C)(C(=O)N1CCC1(C)C(=O)NS(=O)(=O)c1ccc(Cl)s1)c1ccccc1 (stereo unspecified)	-5.9
CCCCCCCCN1CN2Cc3ccc(C)cc3C2CS1(=O)=O (stereo unspecified)	2.9
(more compounds)
SMILES	PI4K2A inh
COC(=O)[C@]12CCCCC=C1N(Cc1ccc(OC)cc1)C(=O)[C@@H]2CC(=O)NCCCCc1ccccc1	-3.4
CCCC1CCC2(CC1)CCC2OC(=O)Nc1cccc(C(F)(F)F)c1 (stereo unspecified)	-1.6
O=C(NCc1ccccc1Cl)[C@H]1CCCN1C(=O)[C@H]1CCCN1C(=O)c1ccc(Cl)cc1	-4.6
Cc1ccc(NC(=O)OC2CC3CC2[C@H]2CCCCN2C3)cc1C (stereo partly specified)	-0.8
C[C@@H]1CCN(C2CC2)S(=O)(=O)c2c(cccc2N2CC[C@@H](O)C2)O1	-3.0
CSc1ccc(C=Nn2c(-c3cc(C)[nH]n3)n[nH]c2=S)cc1	-0.1
COc1cccc(C(=O)n2ccc3ccc(-c4ccc5ccn(C(=O)c6cccc(OC)c6)c5c4)cc32)c1	-0.7
COc1ccc(OCCN2CCC(C(=O)NC(c3ccc(C)cc3)c3ccccn3)CC2)cc1 (stereo unspecified)	-3.5
CCCCC[C@H](O)C=C[C@H]1[C@H](O)CC(=O)[C@H]1CC=CCCCC(=O)O	-4.8
Cc1nc2sc(C(=O)NC3CC3)c(N)c2c(C)c1Cl	-1.6
COC(=O)c1cc(-c2cccc(OCc3ccccc3)c2)c(=O)n2c1CCC2	-1.0
O=C(CSc1nnc(-c2cccs2)o1)Nc1cc(Cl)cc(Cl)c1	10.7
CCOc1ccc(CCNC(=O)c2ccc(Oc3ccccc3)cc2)cc1OCC	4.6
CC(c1nc2ccccc2[nH]1)N(C(=O)Cc1csc2ccccc12)c1cccnc1 (stereo unspecified)	0.4
O=C(Nc1ccccc1)OCCN1C(=O)CCC12CCC(c1ccccc1)CC2 (stereo unspecified)	1.1
CC(C)(C)c1ccc(S(=O)(=O)N2CCCC(C(=O)NCc3cccs3)C2)cc1 (stereo unspecified)	-1.7
NC(Cc1ccc(Cl)cc1)c1csc(Nc2cc(NCCCO)ncn2)n1 (stereo unspecified)	-4.9
Cn1ccc2c(/C=C/c3ccc(F)cc3)cc3c(c21)C1CCC3O1 (stereo unspecified)	-3.5
COc1cccc(NC(=O)c2ccc3nc(C)c(N(C)Cc4ccc(NC(C)=O)cc4)n3c2)c1	2.6
CC(C)(C)c1ccc(C(=O)N2CCC(=O)N([C@H](COCc3ccccc3)Cc3ccccc3)CC2)cc1	-4.6
NCc1csc(NC(=O)Nc2cccc(C(F)(F)F)c2)n1	2.3
Cn1c(Oc2ccncc2)nc2cc(-c3ccsc3)sc2c1=O	6.2
C[C@H]1[C@H](NC(=O)c2cccc(C(F)(F)F)c2)CC[C@@]23CCCN2C(=O)CCC[C@@H]13	-4.0
COc1ccc(Sc2ccc(NC(=O)c3cccc(Cl)c3)cc2C#N)cc1	-5.4
CCCS(=O)(=O)NC(=O)C1(C)CCCN(C(=O)c2ccc3ccccc3n2)C1 (stereo unspecified)	1.8

Random excerpt: 5 records from the list, in no set order.
SMILES	PI4K2A inh
O=C(NCc1ccc2c(c1)OCO2)OCc1ccccc1	-0.4
CCCNC(=O)Nc1ccc2c(c1)C(=O)N(C)[C@H]1CC[C@H](CC(=O)NCC3CCCCC3)O[C@@H]1CO2	-2.9
Cc1csc(NC(=O)C2(C)CCN2C(=O)C(C)C)c1C#N (stereo unspecified)	-2.3
O=C(Cn1nnc(-c2ccccc2)c1COc1ccc2ccccc2c1)NCC1CC1	0.6
CC(C)(C)c1ccc(S(=O)(=O)N2CCCC(C(=O)NCc3cccs3)C2)cc1 (stereo unspecified)	-1.7

The list continues:
SMILES	PI4K2A inh
CCOC(=O)C1(C)CCN1C(=O)c1cccnc1Oc1ccccc1 (stereo unspecified)	-1.7
N#CC(=Cc1ccc(-c2ccccc2)cc1)C(=O)c1ccccc1	-12.1
COC(=O)[C@]12CCCCC=C1N(Cc1ccco1)C(=O)[C@H](CC(=O)NCc1cccs1)C2	-6.6
CC1(c2nnnn2-c2ccc3c(c2)OCCO3)CCC(=O)N1CCCn1ccnc1 (stereo unspecified)	2.9
COC(=O)C[C@@H]1CC[C@H]2[C@H](COc3ccc(NC(=O)c4cccc(C(F)(F)F)c4)cc3C(=O)N2C)O1	-6.0
CC(c1ccccc1)n1cc(C(=O)N2CCCN(Cc3ccccc3)CC2)nn1 (stereo unspecified)	-2.9
COC(=O)[C@@]12C[C@@H](CC(=O)N3CCSCC3)C(=O)N(Cc3ccc4c(c3)OCO4)C1=CCC(C)(C)C2	-1.7
CN[C@@H]1[C@@H](O)[C@@H](O[C@@H]2[C@H](O)[C@H](O[C@H]3OC(CN)=CC[C@H]3N)[C@@H](N)C[C@H]2N)OCC1(C)O (stereo partly specified)	3.6
CN1CC=C(c2ccc(C(F)(F)F)cc2)N(c2ccc(Br)cc2)C1=O	7.3
CCOC(=O)[C@]12CCCC=C1N(Cc1ccc3c(c1)OCO3)C(=O)[C@H](CC(=O)N1CCCC1)C2	-5.6
COC(=O)C(Cc1ccccc1)NC(=O)C(N)CC(=O)O (stereo unspecified)	-0.3
CCCCCCCCN1C(=O)[C@@H](CC(=O)N2CCC(c3ccccc3)CC2)C[C@@]2(C(=O)OC)C1=C[C@H](C(C)C)O[C@@H]2C1CC1	-2.2
C=CCn1c(-c2ccccn2)n[nH]c1=S	-13.5
CNc1cccc(-c2ccc(C(C)=O)s2)n1	-2.0
CC(C)C[C@H]1CNC(=S)N1C[C@H]1CCCN1C[C@H](Cc1ccccc1)N1C[C@H](Cc2ccc(O)cc2)N(CCc2ccccc2)C1=S	1.5
CCCCN1CN2CCc3ccccc3C2CS1(=O)=O (stereo unspecified)	-2.5
CC(C)Oc1cc(F)ccc1-c1cc(C(=O)NCc2cccnc2)[nH]n1	-6.9
CC(C)(O)C#Cc1cccc(-c2nc(C(=O)NCCCN3CCOCC3)cc3c2[C@H](CCO)N(S(=O)C(C)(C)C)C3)c1 (stereo partly specified)	-5.0
COC(=O)[C@]12C[C@H](CC(=O)NCc3ccc(C)o3)C(=O)N(Cc3ccco3)C1=C[C@H](C1CCCC1)O[C@@H]2C	-5.4
CC(C)CC(N)c1csc(Nc2ccc(S(C)(=O)=O)cc2)n1 (stereo unspecified)	44.4
O=C(CC[C@H]1O[C@@H](n2ccc(=O)[nH]c2=O)[C@H](O)[C@@H]1O)NCC1CCCO1 (stereo partly specified)	3.1
CCOC(=O)[C@]12CCCC=C1N(Cc1ccc(OC)cc1)C(=O)[C@@H]2CC(=O)NCCCOC	-1.3
CC1(C(=O)NS(=O)(=O)c2cccs2)CCN1C(=O)c1cccc(F)c1 (stereo unspecified)	-0.1
COc1cc2c(cc1OCc1ccccc1)/C(=C/C(=O)OCc1ccccc1)OC2	-5.0
O=C(CCS(=O)(=O)c1cc2c(cc1Br)CCN2C(=O)C1CC1)N1CCN(c2ccccn2)CC1	0.3

3 entries from above, set out differently:
CC1(c2nnnn2-c2ccc3c(c2)OCCO3)CCC(=O)N1CCCn1ccnc1 (stereo unspecified)
  PI4K2A inh: 2.9
COC(=O)C[C@@H]1CC[C@H]2[C@H](COc3ccc(NC(=O)c4cccc(C(F)(F)F)c4)cc3C(=O)N2C)O1
  PI4K2A inh: -6.0
CC(c1ccccc1)n1cc(C(=O)N2CCCN(Cc3ccccc3)CC2)nn1 (stereo unspecified)
  PI4K2A inh: -2.9

(cont.)
SMILES	PI4K2A inh
CN(C)CC(=O)N[C@H]1C[C@@H]2O[C@@H](CO)CC[C@@H]2O[C@@H]1CCc1ccc(-c2ccc(F)cc2)cc1	-0.6
Cc1cc(F)ccc1-c1cc(C(=O)NCc2ccccc2)[nH]n1	0.2
C=CCCC(=O)N1CCC(C(=O)NCC2COc3ccccc3O2)CC1 (stereo unspecified)	-6.7
O=C(NCc1ccccc1)C1c2ccccc2OCC(=O)N1Cc1cccnc1 (stereo unspecified)	-2.2
Nc1ccc([N+](=O)[O-])cc1O	i
O=c1cccc(-c2cccc3ccccc23)o1	1.0
CC1(Cc2ccc3c(c2)OCO3)C(=O)Nc2ccc(-c3cccc(C(F)(F)F)c3)cc21 (stereo unspecified)	-1.4
O=C(CSc1nnc(-c2cccnc2)n1-c1ccccc1)Nc1cccc2ccccc12	-0.5
CC(C)C(=O)N1CCC1(C)C(=O)Nc1ccc2[nH]ccc2c1 (stereo unspecified)	-3.9
